RGS8-Gao: modulates binding of RGS8 to human Galphao | response (percent of control binding), % at 10 µM | P09471 | 220,000 compounds, 0.34% hits | AID 1423 | multiplexed bead flow cytometry; actives lie on both sides; in the data active means response below about 60% or above about 140%; inactive means in between;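 further: Galphao activated as the GDP aluminium fluoride complex binding bead-coupled RGS8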
RGS4-Gao reg: human RGS4-Galphao interaction regulation. binding response (% of control), % at 10 µM. Multiplexed bead flow cytometry, RGS4-Galphao binding; actives lie on both sides. P09471. 220,000 compounds, 0.33% hits; in the data active means binding response below about 49% or above about 150%; inactive means in between;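 further: fluorescent Galphao activated with aluminum fluoride binding bead-coupled RGS4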
Bim-Bcl-W: human Bim-Bcl-W interaction inhibition | Q92843 | bead-based flow cytometry, Bim peptide-Bcl-W binding | inhibition, % at 10 µM | 190,000 compounds, 0.02% hits | AID 952;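 further: 0% = bound tracer without compound and 100% = peptide blocker; higher means less fluorescent Bim peptide bound to Bcl-W beads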
Target sequence (Q92843 whole entry, looked up): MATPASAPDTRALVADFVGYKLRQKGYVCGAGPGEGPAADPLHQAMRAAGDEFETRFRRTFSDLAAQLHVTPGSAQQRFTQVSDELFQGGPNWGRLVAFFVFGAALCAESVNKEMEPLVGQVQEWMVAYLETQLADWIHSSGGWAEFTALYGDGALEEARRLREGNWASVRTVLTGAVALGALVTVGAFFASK
Bim-Bcl-2: disrupts Bim peptide binding to human Bcl-2 | P10415 | Bead-based flow cytometry, Bim peptide-Bcl-2 binding | inhibition, % at 10 µM | 190,000 compounds, 0.06% hits | AID 950; in the data active means inhibition above about 40%; inconclusive means no clear call, values can overlap the other calls;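 further: 0% = no compound wells with probe peptide and 100% = reference peptide inhibitor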
Target sequence (P10415 whole entry, looked up): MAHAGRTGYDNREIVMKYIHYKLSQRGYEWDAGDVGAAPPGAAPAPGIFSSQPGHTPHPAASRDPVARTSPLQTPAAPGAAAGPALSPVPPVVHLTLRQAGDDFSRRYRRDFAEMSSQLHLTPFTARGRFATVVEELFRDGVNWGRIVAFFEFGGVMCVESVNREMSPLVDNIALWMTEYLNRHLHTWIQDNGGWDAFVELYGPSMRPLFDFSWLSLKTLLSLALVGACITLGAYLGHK
Bim-Bcl-XL: human Bim-Bcl-XL interaction inhibition. 190,000 compounds, 0.04% hits. inhibition, % at 10 µM. Q07817. Bim peptide-Bcl-XL binding, bead flow cytometry, fluorescence. AID 1007
ABCB1 block: inhibitors of human ABCB1 transporter, ABCG2 counter-screen; CCRF-Adr cells, JC-1 efflux, flow cytometry; P08183; 190,000 compounds, 0.067% hits; inhibition, % at 6.6 µM; in the data active means inhibition above about 40%;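 further: 0% = vehicle and 100% = reference inhibitor; higher value means more JC-1 retained so stronger ABCB1 efflux block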
Bim-Bcl-B: human Bim-Bcl-B interaction inhibition; bead-based flow cytometry, Bim peptide-Bcl-B binding; inhibition, % at 10 µM; 190,000 compounds, 0.073% hits;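 further: 0% = tracer peptide without compound and 100% = reference inhibitor peptide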
Mcl-1 Bim block: human Bim-Mcl-1 interaction inhibition; Q07820; Bead-based flow cytometry, Bim peptide-Mcl-1 binding; inhibition, % at 10 µM; 190,000 compounds, 0.1% hits; AID 1009;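 further: 0% = no compound tracer wells and 100% = peptide blocker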
RGS7-Gao reg: human RGS7-Galphao interaction regulation. binding response (% of control), % at 10 µM. P09471. Multiplexed bead flow cytometry, RGS7-Galphao binding; actives lie on both sides. 220,000 compounds, 0.35% hits; in the data active means binding response below about 49% or above about 150%; inconclusive means no clear call, values can overlap the other calls; inactive means in between;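 further: fluorescent Galphao held in activated GDP-AlF4 state binding bead-coupled RGS7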
ABCG2 inh: blocks JC-1 efflux by human ABCG2 transporter | IgMXP3 cells, flow cytometry | 190,000 compounds, 0.1% hits | inhibition, % at 6.6 µM;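 active means inhibition above 80%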;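 further: 0% = DMSO and 100% = nicardipine control wells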
Target sequence (Q9UNQ0 whole entry, looked up): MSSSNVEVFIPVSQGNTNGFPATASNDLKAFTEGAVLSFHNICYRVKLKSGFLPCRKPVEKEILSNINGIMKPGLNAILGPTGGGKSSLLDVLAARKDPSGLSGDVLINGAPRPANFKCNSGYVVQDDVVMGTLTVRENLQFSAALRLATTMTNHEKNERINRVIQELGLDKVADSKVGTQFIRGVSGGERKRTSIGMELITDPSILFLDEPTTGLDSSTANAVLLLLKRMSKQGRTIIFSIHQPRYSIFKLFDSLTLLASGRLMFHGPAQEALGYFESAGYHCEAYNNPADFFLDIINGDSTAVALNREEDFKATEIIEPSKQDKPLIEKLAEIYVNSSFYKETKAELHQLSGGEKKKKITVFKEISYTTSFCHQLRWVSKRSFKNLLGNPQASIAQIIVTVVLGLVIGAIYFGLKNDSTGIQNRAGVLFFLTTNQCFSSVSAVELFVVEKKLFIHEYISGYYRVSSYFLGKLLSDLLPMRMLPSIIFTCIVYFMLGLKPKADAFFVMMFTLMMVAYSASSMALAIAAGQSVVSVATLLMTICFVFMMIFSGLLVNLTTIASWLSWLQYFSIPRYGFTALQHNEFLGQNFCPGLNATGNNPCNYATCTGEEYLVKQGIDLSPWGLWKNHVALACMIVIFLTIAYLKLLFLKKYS
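Measure – % inhibition of efflux relative to nicardipine and DMSO · Test system – ABCG2 IgMXP3 and barcoded ABCB1 CCRF-Adr cell mix · Control set – nicardipine as high control, DMSO as low control · Compound – one concentration, 6.6 µM final · Signal – flow cytometry of retained JC-1 fluorescence · Timing – 10 min exposure at 25 °C with rotation, no wash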
Bfl-1 Bim block: human Bim-Bfl-1 interaction inhibition. Bead-based flow cytometry, Bim-Bfl-1 binding inhibition. inhibition, % at 10 µM. 190,000 compounds, 0.12% hits;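 further: 0% = wells without compound plus tracer and 100% = blocker peptide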
* marks the source's active call; other numbers are inactive results; ? = inconclusive; [ ] = another dose, or the depositor's remark. Unless noted, no stated cut-off is given here; in the data, active means inhibition above about 40%. Rows are unselected. About 0.94% of those tested had a hit in this group.

SMILES	RGS8-Gao	RGS4-Gao reg	Bim-Bcl-W	Bim-Bcl-2	Bim-Bcl-XL	ABCB1 block	Bim-Bcl-B	Mcl-1 Bim block	RGS7-Gao reg	ABCG2 inh	Bfl-1 Bim block
O=C1C(c2ccccc2)SC(=Nc2ccccc2)N1S(=O)(=O)c1ccccc1 (stereo not drawn)	96	70	0	-2	-8	0.7	-12	0	83	0	0
COc1ccccc1CN(Cc1cc2c(C)ccc(C)c2[nH]c1=O)Cc1nnnn1Cc1ccco1	98	95	2	-10	-5	1.8	-10	-5	94	6	-12
CC(=O)/C(=N/Nc1ccc(Br)cc1)Sc1cccc2cccnc12	102	103	-3	-2	-9	0.3	-6	0	106	1	-6
CCOC(=O)C(NC(=O)c1ccccc1Cl)(Nc1ccc(C(F)(F)F)cc1)C(F)(F)F (stereo not drawn)	98	100	0	-20	-1	3.3	-5	-1	98	2	-9
COC(=O)c1ccccc1NC(=O)CCCn1nc([N+](=O)[O-])cc1C	100	103	-1	-2	0	0.2	-4	0	101	2	-2
CN(C)S(=O)(=O)c1cccc(-c2cn3cccnc3n2)c1	99	100	0	-2	-3	0.1	-7	1	110	7	-2
CC1CCCC(C)N1C(=O)Nc1cccc(Cl)c1 (stereo not drawn)	101	102	-4	-6	-4	0.6	-8	0	104	4	-16
COc1ccc2c(c1)CC/C(=C\C=C\c1ccccc1OC)C2=O	109	109	11	12	10	-0.5	-27	14	105	-2	12
CC(C)C(=O)Nc1cccc(-c2csc(-c3ccccc3)n2)c1	105	103	-2	-8	-7	1.2	-8	-4	101	19	-14
O=C(C1=C[C@@H]2[C@H]3C(=O)N(c4ccccc4)C(=O)[C@H]3[C@@H](C(=O)c3ccc(Cl)cc3)N2C=C1)c1ccccc1	103	100	-5	-3	-6	-1.1	-6	-5	101	1	-3
CCOC(=O)c1c(C)[nH]c(C)c1C(=O)COC(=O)c1cc2ccccc2cc1OC	101	100	-1	-10	-8	0.5	-6	0	98	1	-15
COc1nc2c(C)cccc2cc1-c1noc(-c2ccco2)n1	101	105	-2	2	-3	0.1	-2	-1	105	2	-8

Among those listed so far, these have four or more nitrogen atoms:
SMILES	RGS8-Gao	RGS4-Gao reg	Bim-Bcl-W	Bim-Bcl-2	Bim-Bcl-XL	ABCB1 block	Bim-Bcl-B	Mcl-1 Bim block	RGS7-Gao reg	ABCG2 inh	Bfl-1 Bim block
COc1ccccc1CN(Cc1cc2c(C)ccc(C)c2[nH]c1=O)Cc1nnnn1Cc1ccco1	98	95	2	-10	-5	1.8	-10	-5	94	6	-12
COC(=O)c1ccccc1NC(=O)CCCn1nc([N+](=O)[O-])cc1C	100	103	-1	-2	0	0.2	-4	0	101	2	-2
CN(C)S(=O)(=O)c1cccc(-c2cn3cccnc3n2)c1	99	100	0	-2	-3	0.1	-7	1	110	7	-2

Back to the main list, repeating the 2 entries before the break.
SMILES	RGS8-Gao	RGS4-Gao reg	Bim-Bcl-W	Bim-Bcl-2	Bim-Bcl-XL	ABCB1 block	Bim-Bcl-B	Mcl-1 Bim block	RGS7-Gao reg	ABCG2 inh	Bfl-1 Bim block
CCOC(=O)c1c(C)[nH]c(C)c1C(=O)COC(=O)c1cc2ccccc2cc1OC	101	100	-1	-10	-8	0.5	-6	0	98	1	-15
COc1nc2c(C)cccc2cc1-c1noc(-c2ccco2)n1	101	105	-2	2	-3	0.1	-2	-1	105	2	-8
CN1CCC(OC(=O)COc2ccccc2)CC1	88	88	0	1	0	0.8	0	-1	89	2	0
O=C(CN1CCNCC1)Nc1ccc(Oc2ccccc2)cc1	99	95	2	0	0	-5.4	2	1	93	-3	-1
CC(C)(CNC(=O)/C=C/c1ccc(F)cc1)CNC(=O)/C=C/c1ccc(F)cc1	101	103	-7	-9	-4	1.6	-11	-6	101	47	-11
CC(C)(C)C1(c2ccccc2)NC(=O)N(CC(=O)N2CCOCC2)C1=O (stereo not drawn)	102	113	2	-7	-1	0.0	-9	-3	108	1	-8
Cc1cccnc1NS(=O)(=O)c1cccc([N+](=O)[O-])c1	106	105	0	-3	-4	0.3	-5	-6	105	-7	-1
O=C(CCn1[nH]c(=O)c2ccccc2c1=O)N1CCOCC1	100	95	-1	-10	-6	0.1	-7	0	94	1	-11
CN1CCN(CC(O)(c2ccc(Cl)cc2)c2ccc(Cl)cc2)CC1	103	106	0	-3	-1	0.9	-1	-1	?	1	-6
CC(C)N1C(=O)C(Cc2nc3ccccc3c(=O)n2-c2ccccc2)c2ccccc21 (stereo not drawn)	102	100	1	0	1	3.7	0	0	102	7	0
COc1ccc(C(=O)Nn2c(SCC(=O)NC3CCCCC3)nc3ccccc3c2=O)cc1	98	101	3	-2	7	-0.1	-5	1	103	0	-6
CCOC(=O)c1c(CN(CC)CC)oc2cc(Br)c(O)cc12	98	99	0	-7	-3	0.5	-5	0	96	8	-7
Cc1cc(=O)[nH]c(N/N=C/c2ccc(N(C)C)cc2)n1	101	98	5	4	6	-0.1	4	4	95	0	-1
c1ccc2c(c1)ncn2CCOCCOCCn1cnc2ccccc21	102	100	-4	6	-6	0.5	-5	-10	110	2	0
CCc1ccc(-c2nn[nH]n2)cc1	103	103	3	-2	-13	0.6	-1	3	100	1	-8
COc1ccc(CN2CCc3ccccc3C2)c(OC)c1OC	92	91	0	0	1	0.3	0	2	87	4	0
O=C(CCN1CCCCC1)c1ccccc1	104	106	0	0	-2	1.3	-1	-4	101	4	0
CCn1c(C2CCN(Cc3ccccc3)CC2)n[nH]c1=S	100	102	-6	-5	-7	-0.3	-8	-2	104	0	-4
Cc1ccc(S(=O)(=O)NNC(=O)Nc2cccc3ccccc23)cc1	106	107	0	0	-1	0.3	0	0	109	0	1
O=C(NCCc1ccc(Cl)cc1)C1CCN(c2ncccn2)CC1	106	105	2	-1	0	0.2	2	0	103	0	-5
FC(F)Sc1ccc(Nc2ncnc3nc[nH]c23)cc1	85	90	-1	-8	-5	-0.3	-9	-7	98	0	-5
N#CC1=C(N)Oc2c(oc(CO)cc2=O)C12C(=O)Nc1ccc(Cl)cc12 (stereo not drawn)	101	103	0	-8	-5	0.4	-7	-2	103	1	-20
Cc1cc(NC(=O)COc2ccc(Cl)cc2Cl)n(-c2ccccc2)n1	91	94	-3	-4	-2	2.1	-1	0	94	9	-2
CN(C)S(=O)(=O)c1cccc(NC(=S)N(CCC#N)Cc2cccnc2)c1	99	100	4	-1	0	0.1	-8	-1	94	0	0
CN(C)/C=c1\sc2c(C#N)cc(C(=O)c3ccc(Br)cc3)n2c1=O	99	123	-1	0	-18	-0.5	-3	0	103	-2	0
Cc1cc(OC2CCCCC2)nc(-c2ccccc2O)n1	103	102	2	2	4	0.1	-3	-1	105	1	7
COc1ccc(NC(=O)C(NC(=O)Cc2cccs2)c2ccc(C)cc2)cc1 (stereo not drawn)	93	105	6	0	2	-0.3	6	2	105	5	4
Cc1ccc(CSCCC(=O)NCCc2ccc(Cl)cc2)cc1	112	188*[activator]	3	6	3	3.2	0	3	212*[activator]	2	2
COC(=O)NCCOc1nc(N(C)C)nc(N(C)C)n1	95	87	-3	-1	-1	0.6	-2	0	89	3	-1
CCCC1C(C(=O)OCC)=C(C)NC(C)=C1C(=O)OCC	103	101	1	-8	-2	0.3	-9	0	99	2	-16
c1ccc(CCn2c(C3CC3)nc3ccccc32)cc1	101	98	3	-12	-4	0.4	-9	0	99	9	-9
COc1ccccc1-c1ccc(SCc2ccc([N+](=O)[O-])cc2)nn1	95	96	0	0	-2	1.2	-2	3	94	4	-1
Cc1ccc(-c2csc(N(C)C(=O)c3c(C)nn(-c4ccccc4)c3Cl)n2)cc1	102	101	0	-3	-2	-0.2	-3	-1	103	0	-4
O=C(NC1CCCc2ccccc21)c1ccccc1Br (stereo not drawn)	103	102	0	-2	1	0.3	-1	-3	100	1	-3
O=C(O)CNC(=O)/C(=C\c1ccc2c(c1)OCO2)NC(=O)c1ccc(Br)cc1	101	102	-2	-1	1	0.2	0	0	99	2	-2
CCCn1c(SCC(=O)NCc2ccccc2)n[nH]c1=O	100	94	3	3	1	0.6	1	0	94	2	-1
O=C1CCCN1c1ccc(S(=O)(=O)NCc2ccco2)cc1	96	96	3	-5	-2	0.0	-5	-3	98	0	-8
Cc1ccc(NC(=O)N(CCCN2CCOCC2)Cc2cc3cc4c(cc3[nH]c2=O)OCO4)cc1	102	100	-2	-2	1	0.1	0	-5	98	5	-2
Cn1c(CN2CCCC2)nc2cc(NC(=O)c3ccco3)ccc21	100	119	2	-1	-1	0.2	3	0	111	2	0
O=C(c1cc(-c2ccccc2)nc2ccccc12)N1CCN(c2ccccn2)CC1	87	100	-1	-1	1	0.5	-4	-1	94	1	-1
Cc1cccc2cc(CN(Cc3cccs3)C(=S)NCC3CCCO3)c(=O)[nH]c12 (stereo not drawn)	80	98	-2	-23	-6	5.4	-13	-1	96	24	-9
O=C(Nc1ccccc1C(=O)NCCc1ccccc1)c1ccco1	99	98	-2	-1	0	0.8	-3	0	100	2	-1
Cc1ccc(CNC(=O)CCc2nc3ccccc3c(=O)[nH]2)cc1	102	104	0	-6	-10	0.2	-8	-9	104	2	-9
FC(F)(F)c1cc(-c2ccccc2)nc(N2CCCCC2)n1	103	101	-1	-3	0	0.2	-1	-2	101	1	-3
COc1cc2c(cc1OC)C1(Nc3c-2c(C)nn3-c2ccccc2)C(=O)Nc2ccccc21 (stereo not drawn)	98	98	4	-2	-3	2.0	-7	0	100	4	-8
COc1ccccc1C(=O)Nc1sc(C(=O)N2CCCC2)c(C)c1C#N	101	98	-1	-1	-2	-2.5	-1	0	99	7	-6
Cc1nc2ccc(S(=O)(=O)NC(C(=O)N3CCn4c3nc3ccccc34)C(C)C)cc2s1 (stereo not drawn)	98	103	0	-10	-2	0.6	-8	-2	107	0	-10
Cc1noc(/C=C/c2ccco2)c1S(=O)(=O)N1CCC(C(=O)N(C)Cc2ccccc2)CC1	96	98	-1	1	-1	0.8	-3	-2	98	-1	4
O=C(CSc1nnc(CNC(=O)C23CC4CC(CC(C4)C2)C3)n1-c1ccccc1)Nc1ccc(F)cc1	104	105	-3	-5	-8	3.1	-5	0	104	25	-3
COc1cccc(N(CC(=O)Nc2ccc3c(c2)OCO3)S(=O)(=O)c2ccccc2)c1	96	94	1	0	2	0.8	-1	-2	95	3	2
CC(=O)NC(Cc1ccccc1)C(=O)NC1CCN(C(=O)c2ccc([N+](=O)[O-])cc2)CC1 (stereo not drawn)	104	102	-4	-5	-6	0.3	-5	-5	100	0	-6
CCOC(=O)c1cnn(-c2nc(-c3ccc(F)cc3)cs2)c1C(F)(F)F	99	104	1	-9	-3	0.6	-8	1	105	8	-12
O=C(c1ccco1)N1CCN(Cc2nc3ccc([N+](=O)[O-])cc3c(=O)n2-c2ccccc2F)CC1	101	100	0	-7	-14	5.4	-8	-1	98	5	-10
O=C(C[n+]1ccc2ccccc2c1)c1cccc2ccccc12	98	102	3	8	2	-0.1	-9	3	101	0	21
CCCc1cc(=O)n2[nH]c(C)cc2n1	103	103	0	2	-1	0.1	0	-1	107	1	0
COc1ccccc1CNc1ncnc2c1nnn2Cc1ccccc1	101	103	-6	-6	0	-2.5	-8	-2	100	-3	-8
O=C1Nc2c(c(=O)[nH]c(=O)n2-c2ccccc2)C1(Nc1ncccn1)C(F)(F)F (stereo not drawn)	101	112	-6	-1	-4	0.4	-2	-1	107	2	-2
